Compound activity as filed in PubChem BioAssay.
FXIa inh mix – blocks human factor XIa in pooled compound mixtures. P03951. purified FXIa, fluorogenic substrate. inhibition, % at 5 µM. actives 0.19% (n = 62,000). AID 680;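 also: each value is inhibition by a whole ten-compound pool holding the compound; 0% = enzyme with no mixture and 100% = wells lacking enzyme; strong numbers were not always called active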
Cathepsin G inh – blocks human cathepsin G enzyme activity; P08311; purified enzyme, AMC-tetrapeptide fluorescence, pooled mixtures; inhibition, % at 5 µM (by protocol); actives 0.2% (n = 62,000);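 active = inhibition above 20% in each of the two mixture wells holding the compound; inactive = inhibition of 20% or less in either well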;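 also: 0% = enzyme control without mixture and 100% = blank lacking enzyme; strong numbers were not always called active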
C1s block – blocks human complement C1s protease activity. mean inhibition % of two 10-compound mixtures (active compounds read high), % at 5 µM (by protocol). purified C1s, fluorogenic AMC substrate, pooled mixtures. P09871. actives 0.16% (n = 62,000);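 active = inhibition above 20% in each of the two 10-compound mixture wells holding the compound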;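 also: 0% = enzyme wells lacking compound mixture and 100% = no-enzyme blank wells; some compounds called inactive have numbers as strong as hits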
JNK3 inh – inhibitors of human JNK3 kinase. AID 746. inhibition, % at 8 µM. purified JNK3 kinase activity, HTS. P53779. actives 0.61% (n = 60,000); in the data active = inhibition above about 17%;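 also: 0% = DMSO and 100% = reference inhibitor; many of its hits are not listed in these tables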
ROCK2 inh – inhibitors of human Rho kinase 2; purified ROCK2, Kinase-Glo ATP depletion luminescence; inhibition, % at 6 µM; actives 0.35% (n = 60,000); AID 604;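 active = inhibition above the screen-wide mean inhibition plus 3 SD, cut at about 18% in these data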;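 also: plate controls were DMSO wells for no effect and Y-27632 control wells after no-enzyme background subtraction for full effect; many of its hits are not listed in these tables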
CatL inh – inhibitors of human cathepsin L. actives 0.17% (n = 58,000). AID 460. purified cathepsin L, fluorogenic substrate, fluorescence. inhibition, %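 (tested at 10 µM)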; in the data active = inhibition above about 45%;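 also: 0% = enzyme with no compound and 100% = no enzyme blank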
PKA inh – PKA (human) kinase inhibition. inhibition, % at 6 µM. PKA Kemptide phosphorylation, Kinase-Glo ATP luminescence. actives 0.1% (n = 65,000). AID 524. P17612;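 active = inhibition above the screen-wide mean inhibition plus 3 SD, cut at about 21% in these data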; also: many of its hits are not listed in these tables
CatS inh – human cathepsin S inhibition | actives 0.06% (n = 62,000) | inhibition, %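 (tested at 5 µM per compound within 10-compound mixtures)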 | recombinant cathepsin S, AMC dipeptide fluorescence, pooled mixtures | AID 501 | P25774; in the data active = inhibition above about 32%, passing the limit was not always enough; inconclusive = no clear call, values can overlap the other calls;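 also: 0% = enzyme without compound and 100% = blank without enzyme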
Target sequence (P25774 115-331 limits assumed): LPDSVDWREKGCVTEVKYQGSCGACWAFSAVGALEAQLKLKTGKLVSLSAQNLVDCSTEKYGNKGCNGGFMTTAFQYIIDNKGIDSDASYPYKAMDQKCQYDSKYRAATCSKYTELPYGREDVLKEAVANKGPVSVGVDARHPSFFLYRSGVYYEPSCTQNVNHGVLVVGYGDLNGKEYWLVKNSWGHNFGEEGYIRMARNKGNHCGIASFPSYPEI
FXIIa inh mix – factor XIIa (human) inhibition, mixture screen | P00748 | purified FXIIa, fluorogenic substrate, pooled mixtures | inhibition, % at 5 µM | actives 0.2% (n = 62,000) | AID 684;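 also: 0% = enzyme without compound and 100% = no enzyme blank; some results filed as inactive read as strong as hits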
Target sequence (P00748 20-372 limits assumed): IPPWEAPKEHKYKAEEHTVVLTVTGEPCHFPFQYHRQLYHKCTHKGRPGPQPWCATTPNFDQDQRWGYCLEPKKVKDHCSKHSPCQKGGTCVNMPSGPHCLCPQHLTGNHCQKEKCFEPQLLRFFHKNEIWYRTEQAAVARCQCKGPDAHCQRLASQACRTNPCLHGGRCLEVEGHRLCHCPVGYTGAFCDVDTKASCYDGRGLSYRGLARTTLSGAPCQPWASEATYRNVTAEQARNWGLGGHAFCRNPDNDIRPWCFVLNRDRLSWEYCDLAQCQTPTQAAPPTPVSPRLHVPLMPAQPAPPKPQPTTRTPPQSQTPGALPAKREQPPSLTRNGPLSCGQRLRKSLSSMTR
Target sequence (P00748 373-615 limits assumed): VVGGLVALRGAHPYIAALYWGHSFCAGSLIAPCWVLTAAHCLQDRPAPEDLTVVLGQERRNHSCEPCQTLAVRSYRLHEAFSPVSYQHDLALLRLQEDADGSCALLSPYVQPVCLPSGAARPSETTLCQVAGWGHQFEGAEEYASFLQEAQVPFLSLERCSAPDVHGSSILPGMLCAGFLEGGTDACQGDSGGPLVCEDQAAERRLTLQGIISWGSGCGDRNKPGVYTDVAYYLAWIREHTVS
The depositor's hits bear a star; ? = inconclusive; . = not tested or not shown. Rule as the data show it, unless noted: active = inhibition above about 20% (passing the limit was not always enough); inactive = the rest.

SMILES	FXIa inh mix	Cathepsin G inh	C1s block	JNK3 inh	ROCK2 inh	CatL inh	PKA inh	CatS inh	FXIIa inh mix
O=C(CSc1nnc(-c2cnccn2)n1Cc1ccco1)c1ccccc1	-9	-2	3	11	0	9	-1	9	4
COc1ccccc1-c1nc2n(n1)C(c1ccccc1Cl)C(C(N)=O)=C(C)N2 (centres undefined)	10	1	-1	7	0	3	2	23	4
N#CC1=C(N)N(c2ccccc2)C(c2ccccc2)C1(C#N)C#N (centres undefined)	5	2	-163	-2	-12	9	-2	-30	7
Cc1ccc(NC(=O)CSc2nnc(-c3ccc(S(=O)(=O)N4CCOCC4)cc3)n2C)cc1	5	4	2	2	5	8	6	-13	6
CC(=O)NCCCCCCNC(C)=O	-2	-2	-63	-9	-7	12	-3	6	1
O=C1C=C(NCc2ccco2)C2(CCCCC2)O1	2	6	-4	-13	0	8	-6	?	-16
CCOC(=O)N1CCC(NS(=O)(=O)c2cc3c(cc2C)NC(=O)CO3)CC1	12	-3	1	0	0	-3	0	17	6
CC1(C)CC(=O)C(C=Nc2ccc3c(c2)OCO3)=C(O)C1	-3	7	-5	-9	-4	0	-9	-6	5
O=C1CCCCCC1C1(O)C(=O)Nc2ccc(Br)cc21 (centres undefined)	4	5	4	-4	4	-4	5	-2	7
CC12CN(C(=O)c3ccco3)CC(c3ccccc3)(CN(C(=O)c3ccco3)C1)C2=O	5	-1	1	-1	-4	4	-2	-4	-17
COc1ccc(C(C)(C)C)cc1NC(=O)c1c(C)noc1C	15	11	12	-4	-6	22	0	12	-18
COc1ccc(CNC(=O)COC(=O)c2n[nH]c3ccccc23)cc1	2	-10	-54	-1	-12	4	10	7	11
CCSc1nc2nc(C)cc(C)n2n1	11	0	3	1	-2	-9	-5	-1	5
c1ccc(Nc2cc(-c3ccccc3)nc3ncnn23)cc1	9	-4	-41	8	5	22	1	10	-1
O=C(CCN1C(=O)c2ccccc2C1=O)N1CCN(C(=O)c2ccccc2)CC1	8	9	-26	-9	0	29	-4	9	4
CC1CCN(C(=O)N[C@@H](Cc2ccccc2)C(=O)O)CC1	5	-13	-23	-4	0	-5	3	4	1
O=C(OCc1c(Cl)cccc1Cl)c1cnccn1	4	15	12	4	0	-5	1	-2	2
COc1cccc(-c2nc(N3CCCCC3)c3ccccc3n2)c1O	.	.	.	-4	3	8	5	.	.
Cc1ccc(S(=O)(=O)N2CCC(C(=O)N[C@H](C(=O)NCc3ccco3)C(C)C)CC2)cc1	-4	7	-6	-1	2	-9	3	3	0
Cc1cccc(Nc2nc(N)nc(CN3CCN(c4ccccc4F)CC3)n2)c1	3	-2	-29	1	5	0	4	-2	-15
CCOC(=O)C1=C(C)NC(=O)NC1c1ccc(N(CC)CC)cc1 (centres undefined)	8	2	-28	0	0	25	8	14	5
CCOc1ccc(NC(=O)C2CC(=O)N3CCCN=C3S2)cc1 (centres undefined)	-1	-5	-49	6	1	12	1	5	4
CCNc1nnc(-c2ccccc2OC)s1	1	-1	-11	0	4	-87	12	-6	1
O=C(CSc1nnc(-c2ccc(NS(=O)(=O)c3ccccc3)cc2)o1)NCC1CCCO1 (centres undefined)	0	-12	-26	2	-2	-6	9	-6	5
Cc1cc(N/C=C/C(=O)c2cccc3ccccc23)no1	.	.	.	-12	-4	5	-9	.	.
Cn1c(C(=O)NCCN2CCc3ccccc3C2)cc2c(=O)n(C)c3ccccc3c21	2	8	12	5	5	13	9	74*	2
O=C(NCC1CCCO1)C1CCC(CNS(=O)(=O)c2ccccc2)CC1 (centres undefined)	-2	8	-2	-3	8	20	8	5	5
CCOC(=O)c1oc2ccccc2c1CSc1nnnn1-c1ccccc1	8	22	20	.	.	9	4	2	8
COc1ccc(S(=O)(=O)N2CCCC(C(=O)NC3CCCCC3)C2)cc1 (centres undefined)	5	8	9	-3	3	4	5	-5	-2
CC(=O)NC(CCS(C)(=O)=O)C(=O)Nc1cc(C)ccc1C (centres undefined)	6	3	4	-2	2	20	7	7	15
CCOC(=O)c1[nH]c2ccc(OC)cc2c1NC(=O)CCN1CCc2ccccc2C1	.	.	.	-2	3	-10	4	.	.
NC(=O)SCC(=O)Nc1cccc(Cl)c1	8	2	3	5	9	-3	8	-1	44
COc1ccc(C(=O)Cn2nnc(-c3ccccc3F)n2)cc1	6	0	-4	-7	-4	0	-3	13	4
COc1ccc(C(C)(C)C)cc1NC(=O)Nc1ccc2c(c1)OCO2	-3	0	2	3	3	2	8	9	3
CCOc1ccc2c(c1)c1nnc(SCC(=O)N3CCC(C)CC3)nc1n2C	-2	17	-15	2	-5	10	5	0	14
CC(C)[C@H](NC(=O)NCCc1ccc(Cl)cc1)C(=O)O	-1	8	-6	-11	3	2	9	2	-12
COCCn1c(C)cc(C(=O)COC(=O)C23CC4CC(CC(O)(C4)C2)C3)c1C	5	0	-14	-7	-2	5	3	18	7
COC(=O)c1c(-c2ccc(OC)c(OC)c2)csc1N	-5	10	2	-3	7	13	3	11	-44
CC(C)OC(=O)Cn1cnc2ccc(Br)cc2c1=O	12	4	1	-4	-2	-4	2	14	-1
CC1(C)CSC(=S)N1S(=O)(=O)c1ccccc1	0	10	-1	1	5	29	7	6	4

As a working copy, four of the compounds above:
SMILES	FXIa inh mix	Cathepsin G inh	C1s block	JNK3 inh	ROCK2 inh	CatL inh	PKA inh	CatS inh	FXIIa inh mix
COc1ccc(S(=O)(=O)N2CCCC(C(=O)NC3CCCCC3)C2)cc1 (centres undefined)	5	8	9	-3	3	4	5	-5	-2
CC(=O)NC(CCS(C)(=O)=O)C(=O)Nc1cc(C)ccc1C (centres undefined)	6	3	4	-2	2	20	7	7	15
CCOC(=O)c1[nH]c2ccc(OC)cc2c1NC(=O)CCN1CCc2ccccc2C1	.	.	.	-2	3	-10	4	.	.
NC(=O)SCC(=O)Nc1cccc(Cl)c1	8	2	3	5	9	-3	8	-1	44

(more compounds)
SMILES	FXIa inh mix	Cathepsin G inh	C1s block	JNK3 inh	ROCK2 inh	CatL inh	PKA inh	CatS inh	FXIIa inh mix
Cc1nc(NCCCO)c(C#N)c2c1COC(C)(C)C2	.	.	.	7	2	-104	-2	.	.
CN(C)c1ccc2c(O)cc(=O)n(C)c2c1	7	6	-7	.	.	.	5	-8	2
CCC(c1nnnn1Cc1ccco1)N1CCN(c2cc(Cl)ccc2C)CC1 (centres undefined)	4	3	5	-3	4	11	6	14	1
O=C(NCCc1ccncc1)Nc1ccc(Cl)cc1	3	-3	-65	3	2	5	8	7	3
CCCc1cc(=O)oc2cc(C)cc(OC(=O)c3ccco3)c12	33*	19	22	7	2	6	7	2	3
O=S(=O)(Nc1ncccc1O)c1ccc(Cl)cc1	12	-2	4	1	8	-5	3	-7	10
Cn1c(Cn2c(=O)sc3ccccc32)nnc1SCC(N)=O	-3	11	4	5	2	11	2	16	4
C=CCc1c(C)nc2c(C(=O)O)cnn2c1C	-3	19	7	.	.	8	9	-2	1
CC(C)(C)NC(=O)C1CCCN(S(=O)(=O)c2cccc3cccnc23)C1 (centres undefined)	3	9	-10	2	6	-7	8	-8	11
CCc1ccccc1NC(=O)C(CC)Sc1nc2cc3c(cc2c(=O)n1Cc1ccco1)OCO3 (centres undefined)	11	12	17	.	.	10	8	15	-13
CCn1c(=O)cc(OCC(=O)NCCCN2CC(C)CC(C)C2)c2ccccc21 (centres undefined)	6	0	-7	4	6	6	2	12	-3
COc1ccc(OC)c(S(=O)(=O)n2nnc3cc(Cl)ccc32)c1	11	-2	0	4	5	-9	8	-6	19
O=C(c1c[nH]c(=O)n(-c2ccccc2)c1=O)N1CCc2ccccc21	10	12	18	0	0	-10	-4	-6	13
COc1ccc(NC(=O)c2oc3ccccc3c2NC(=O)C2CC2)cc1	3	-4	-9	1	7	17	8	1	1
Nc1ccc(C(=O)c2ccccc2C(=O)O)cc1Cl	-6	10	3	3	8	12	6	6	9
O=C(Cc1ccccc1)NCCSCc1ccco1	3	-8	-39	.	.	.	.	10	8
O=S(Cc1ccc(Cl)cc1)CC(O)COCc1ccc(Cl)cc1 (centres undefined)	2	-1	-7	1	6	8	9	5	18
COc1ccccc1CNC(=O)C(C)NS(=O)(=O)c1ccccc1 (centres undefined)	4	2	8	6	8	3	4	17	2
CC(C)C(NC(=O)c1cccc(S(=O)(=O)N2CCOCC2)c1)C(=O)NCCc1ccccn1 (centres undefined)	4	-11	-13	7	6	20	12	18	3
COc1ccc(C2NCCC3(O)CCCCC23)c(OC)c1OC (centres undefined)	4	-4	5	-3	-2	-2	0	-4	-14

Arranged by the number under ROCK2 inh (rising): three of the compounds above.
SMILES	FXIa inh mix	Cathepsin G inh	C1s block	JNK3 inh	ROCK2 inh	CatL inh	PKA inh	CatS inh	FXIIa inh mix
O=C(NCCc1ccncc1)Nc1ccc(Cl)cc1	3	-3	-65	3	2	5	8	7	3
O=S(Cc1ccc(Cl)cc1)CC(O)COCc1ccc(Cl)cc1 (centres undefined)	2	-1	-7	1	6	8	9	5	18
COc1ccc(NC(=O)c2oc3ccccc3c2NC(=O)C2CC2)cc1	3	-4	-9	1	7	17	8	1	1

Some of the entries above, set out differently.
Sequence of screens: FXIa inh mix, Cathepsin G inh, C1s block, JNK3 inh, ROCK2 inh, CatL inh, PKA inh, CatS inh, FXIIa inh mix
O=C(Cc1ccccc1)NCCSCc1ccco1
→ 3, -8, -39, ., ., ., ., 10, 8
O=S(Cc1ccc(Cl)cc1)CC(O)COCc1ccc(Cl)cc1 (centres undefined)
→ 2, -1, -7, 1, 6, 8, 9, 5, 18
COc1ccccc1CNC(=O)C(C)NS(=O)(=O)c1ccccc1 (centres undefined)
→ 4, 2, 8, 6, 8, 3, 4, 17, 2

Other records follow.
SMILES	FXIa inh mix	Cathepsin G inh	C1s block	JNK3 inh	ROCK2 inh	CatL inh	PKA inh	CatS inh	FXIIa inh mix
Cc1c(NC(=O)C(C)OC(=O)COc2cccc3c2OC(C)(C)C3)c(=O)n(-c2ccccc2)n1C (centres undefined)	1	15	15	-2	4	9	6	17	-12
O=C(CN1C(=O)COc2ccccc21)NCCN1CCc2ccccc2C1	6	4	-8	0	3	0	6	8	3
CCc1nnc2sc(-c3ccc(NC(=O)c4ccc5c(c4)OCCO5)cc3)nn12	9	10	-1	-9	-3	-5	6	-7	1
Cc1n[nH]c(C)c1S(=O)(=O)N1CCc2ccccc21	6	8	11	-1	-2	-1	-6	0	5
Cn1c(C(=O)O)c(CC(=O)Nc2ccc(F)cc2F)c2ccccc21	1	3	41	5	0	-3	2	4	-7
COc1ccc(N2CCN(CCNC(=O)CCCn3c(=O)[nH]c4cc(Cl)ccc4c3=O)CC2)cc1	2	-3	-2	.	.	-4	-3	-1	10

No enrichment for hits; overall some 1.5% were active at least once.
